L3MBTL1 inh = qHTS Assay for the Inhibitors of L3MBTL1; Lethal(3)malignant brain tumor-like protein 1 (Homo sapiens), Q9Y468; AlphaScreen L3MBTL1–H3K9me1 peptide binding; Potency, µM (titrated, usually from 57.1 µM), for the others: at the highest dose activity, negative = inhibition, usual class: inhibitors; hit rate 0.66% among 230,000; AID 485360, 2010; note: % is set by controls: 0 for no effect and ±100 for the full control effect; nearly all actives have a fitted effect of over 60% in size
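L3MBTL1 (50 nM) pre-complexed 30 min with biotinylated H3(1-15)K9me1 peptide (75 nM), then compounds added for 30 min at room temperature; AlphaScreen streptavidin donor/nickel chelate acceptor beads (10 ug/mL final) read after 30 min dark incubation.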
RECQ1 inh = qHTS Assay for Inhibitors of RecQ-Like Dna Helicase 1 (RECQ1); hit rate 0.54% among 240,000; RECQ1 DNA unwinding, red fluorescence kinetic read; Potency, µM (highest dose often 57.3 µM), without a hit: at the highest dose activity, negative = inhibition, hits mostly inhibitors; ATP-dependent DNA helicase Q1 (Homo sapiens), P46063;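 note: plate controls were vehicle for no effect and no enzyme for full effect; nearly all actives have a fitted effect of over 30% in size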
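50 nM RECQ1T1 preincubated 15 min with compound in Tris pH 8.0 buffer with MgCl2, DTT, Tween-20 and 2.5 ug/ml poly(dI-dC); started with 200 nM TAMRA/BHQ-2 forked duplex and 2 mM ATP. Unwinding read as fluorescence (525/598 nm), two reads 2 h apart.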
HTT cytoprotect = qHTS Multiplex Assay to Identify Dual Action Probes in a Cell Model of Huntington: Cytoprotection (ATP); Potency, µM (top dose mostly 56.4 µM), inactives show cytoprotection (ATP increase), most hits filed as activators; AID 1471, 2008; PC12 HTT-Q103 induced, cytoprotection, ATP luminescence, 40 h; hit rate 0.14% among 230,000;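 note: % of control where 0% means no effect; nearly all actives have a fitted effect of over 45% in size; toxic huntingtin expression switched on by the ecdysone agonist tebufenozide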
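Quantitative HTS on tebufenozide-induced (100 nM) PC12 cells expressing HTTQ103 exon 1–GFP; compounds tested as a concentration series; survival measured via cellular ATP.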
Tau ThT inhib = qHTS for Inhibitors of Tau Fibril Formation, Thioflavin T Binding | Microtubule-associated protein tau (Homo sapiens), P10636 | recombinant tau K18 P301L, heparin-induced fibrillization, ThT fluorescence | Potency, µM (doses to about 57.4 µM), without a hit: top-dose activity, negative = inhibition, hits mostly inhibitors | hit rate 2.1% among 270,000; note: % is set by controls: 0 for no effect and ±100 for the full control effect; nearly all actives have a fitted effect of over 55% in size
Target sequence (P10636 561-689 P618L limits assumed): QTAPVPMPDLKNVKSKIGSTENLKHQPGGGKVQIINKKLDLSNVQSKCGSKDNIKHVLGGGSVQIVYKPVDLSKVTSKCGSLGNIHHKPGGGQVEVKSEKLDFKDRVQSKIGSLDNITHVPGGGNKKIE
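Aggregation was driven by heparin (20 uM final) acting on recombinant tau […] bearing P301L in 100 mM sodium acetate pH 7; fibrils were detected with Thioflavin T.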
Tau fluor counter = Counterscreen qHTS for Inhibitors of Tau Fibril Formation, Fluorescence Polarization. tau K18 P301L (four-repeat tau fragment) Alexa594 fluorescence, heparin fibrillization. Potency, µM (titrated, usually from 57.7 µM), for inactives: at the top dose activity change, negative = decrease. hit rate 0.93% among 280,000; note: % is set by controls: 0 for no effect and ±100 for the full control effect; nearly all actives have a fitted effect of over 55% in size
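Human K18 P301L tau (15 uM unlabeled plus 0.24 uM Alexa 594-labeled, final) in 100 mM sodium acetate pH 7 was mixed with compound and 20 uM heparin and incubated 6 hr at 37 C.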
TRb SRC2 PPI = qHTS for Inhibitors of the Interaction of Thyroid Hormone Receptor and Steroid Receptor Coregulator 2 | hit rate 0.065% among 280,000 | TRbeta-SRC2 peptide binding, fluorescence polarization; receptor liganded with 1 µM T3 | AID 1469, 2008 | Potency, µM (doses to about 106 µM), without a hit: top-dose activity change, negative = inhibition, hits mostly inhibitors | Thyroid hormone receptor beta (Homo sapiens), P10828;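 note: plate controls were bound peptide for no effect and peptide without receptor for full effect; nearly all actives have a fitted effect of over 50% in size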
Target sequence (P10828 whole entry, looked up): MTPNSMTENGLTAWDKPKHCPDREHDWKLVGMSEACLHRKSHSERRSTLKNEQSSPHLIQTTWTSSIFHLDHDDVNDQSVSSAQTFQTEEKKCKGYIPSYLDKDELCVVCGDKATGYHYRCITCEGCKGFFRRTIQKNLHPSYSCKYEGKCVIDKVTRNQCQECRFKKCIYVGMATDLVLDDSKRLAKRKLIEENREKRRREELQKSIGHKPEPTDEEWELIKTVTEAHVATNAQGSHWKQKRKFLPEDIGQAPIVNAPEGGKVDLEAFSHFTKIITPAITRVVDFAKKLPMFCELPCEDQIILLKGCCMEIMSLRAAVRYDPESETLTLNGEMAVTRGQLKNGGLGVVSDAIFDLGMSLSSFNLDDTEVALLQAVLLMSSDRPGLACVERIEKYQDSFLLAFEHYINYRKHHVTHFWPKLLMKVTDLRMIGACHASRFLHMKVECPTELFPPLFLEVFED
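A fluorescence polarization screen tested compounds at multiple concentrations against complex formation between 0.6 uM TRb ligand-binding domain and 20 nM Texas Red SRC2 peptide, with 1 uM T3 present; readout after 5 hr.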
Tau fibril FP = qHTS for Inhibitors of Tau Fibril Formation, Fluorescence Polarization; Microtubule-associated protein tau (Homo sapiens), P10636; K18 P301L tau heparin fibrillization, Alexa594 FP, 6 h; Potency, µM (top dose mostly 57.7 µM), for inactives: at the highest dose activity, negative = inhibition, most hits filed as inhibitors; hit rate 0.39% among 280,000; note: % is set by controls: 0 for no effect and ±100 for the full control effect; nearly all actives have a fitted effect of over 55% in size
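FP of Alexa 594-tau after heparin (20 uM) induction. Substrate: human K18 P301L, 15 uM unlabeled, 0.24 uM labeled. Buffer 100 mM sodium acetate pH 7. 6 hr, 37 C.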
TR SRC2 fluor cs = Total Fluorescence Counterscreen for Inhibitors of the Interaction of Thyroid Hormone Receptor and Steroid Receptor Coregulator 2. TRb/SRC2 Texas Red total fluorescence interference. Potency, µM (series often up to 106 µM), for the others: top-dose fluorescence change, negative = quenching. hit rate 0.29% among 280,000. AID 1479, 2009; active = well fitted curve in either direction with a large enough effect; inconclusive = small, poorly fitted or top-dose-only effect; note: % is set by controls: 0 for no effect and ±100 for the full control effect
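Human TRβ ligand-binding domain (0.6 uM) and Texas Red SRC2 peptide (20 nM) in Tris buffer with 1 uM T3 and 5% DMSO were incubated with pinned compound for 5 hr at ambient temperature. Total fluorescence was computed as S + 2P (555/632 nm).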
An asterisk follows results filed as active; i = inactive; ? = inconclusive; . = not tested or not shown; [ ] = another dose, or the depositor's remark. Unless noted, calls come from the whole dose curve; as a rule, active = well fitted curve in the direction sought with a large enough effect; inconclusive = small, poorly fitted or top-dose-only effect, or another doubt; inactive = no such curve, though single readings can be large; an effect the other way counts as inactive or inconclusive. Potency is the fitted concentration of half-maximal effect. Only part of the results is shown; the hit share may differ from the screen's.

Sample of the layout:
SMILES	L3MBTL1 inh	RECQ1 inh	HTT cytoprotect	Tau ThT inhib	Tau fluor counter	TRb SRC2 PPI	Tau fibril FP	TR SRC2 fluor cs
O=C(CN1C(=O)CCn2nc(-c3ccccc3)cc21)NCc1ccc(Cl)cc1	.	.	.	-13%	-25%	2%	-1%	-32%
COc1ccc(-c2nc3c(c4c2C[C@H](c2ccccc2)OC4)CN(S(=O)(=O)c2ccc(C#N)cc2)CC3)c(C)c1	.	-6%[11.5 µM]	-16%[10 µM]	9%[11.5 µM]	5%[11.6 µM]	-4%[11.2 µM]	2%[11.6 µM]	-3%[11.2 µM]
CC1=C(c2ccc(C)c(C)c2)S(=O)(=O)N=C1N1CCC(C(=O)N2CCC(C(N)=O)CC2)CC1	.	.	.	0%	-2%	-2%	0%	0%

The list itself (from the top)
SMILES	L3MBTL1 inh	RECQ1 inh	HTT cytoprotect	Tau ThT inhib	Tau fluor counter	TRb SRC2 PPI	Tau fibril FP	TR SRC2 fluor cs
O=C(CN1C(=O)CCn2nc(-c3ccccc3)cc21)NCc1ccc(Cl)cc1	.	.	.	-13%	-25%	2%	-1%	-32%
COc1ccc(-c2nc3c(c4c2C[C@H](c2ccccc2)OC4)CN(S(=O)(=O)c2ccc(C#N)cc2)CC3)c(C)c1	.	-6%[11.5 µM]	-16%[10 µM]	9%[11.5 µM]	5%[11.6 µM]	-4%[11.2 µM]	2%[11.6 µM]	-3%[11.2 µM]
CC1=C(c2ccc(C)c(C)c2)S(=O)(=O)N=C1N1CCC(C(=O)N2CCC(C(N)=O)CC2)CC1	.	.	.	0%	-2%	-2%	0%	0%
CCn1c(=O)c2c(nc(SCc3ccccn3)n2C)n(C)c1=O	1%	i	-22%	2%	0%	-5%	5%	0%
Nc1nnc(/C=C/c2ccccc2Cl)s1	2%	-10%	-24%[10 µM]	-18%	-11%	-8%	-4%	-3%
O=C(CN1CCCCCC1)Nc1ccc(Br)cc1Br	.	i	-2%	-13%	-9%	2%	3%	0%
Cc1sc2c(c1C)CN(C(C)(C)C)CN2C(=O)c1ccccc1	.	-6%	-13%	-17%	-17%	-11%	0%	5%
N#CCc1ccc(C(=O)c2ccccc2)s1	-7%	5%	21%[10 µM]	?	?	-1%	7%	-4%
O=C(Nc1ccccc1)c1ccc(C(=O)Nc2ccccc2)nc1	5%	-1%	4%[10 µM]	-4%	3%	-10%	2%	0%
CCOc1cccc2cc(C(=O)NCCC3=CCCCC3)c(=O)oc12	9%	i	2%	?	-24%	-1%	3%	-2%
CC(=O)c1cc(C#N)c(SCc2ccccc2C#N)nc1C	4%	-1%	13%[10 µM]	-1%	-15%	-4%	-8%	-2%
O=[N+]([O-])c1cccc(Cl)c1	.	-14%	-5%	.	.	7%	.	-2%
CCCC(=O)c1ccc(N2CCN(C(=O)c3ccccc3Br)CC2)c(F)c1	.	i	-3%	?	-1%	-2%	7%	-1%
CCOC(=O)c1cnc2c(C)c(Cl)ccc2c1Nc1ccc(C)cc1C	.	.	.	-2%	8%	-1%	-5%	8%
O=C(c1cc2ncc(Br)cn2n1)N1CCN(C(=O)c2ccco2)CC1	?	-3%	12%	-4%	5%	10%	4%	0%
CC(C)Nc1nc(NC(C)C)nc(C(=O)OCCO)n1	.	-6%	-13%	-14%	-13%	5%	-10%	2%
COC(=O)c1nn(-c2c(C)n(C)n(-c3ccccc3)c2=O)cc1O	-1%	-6%	0%	-9%	3%	-5%	1%	0%
COc1cc2c(cc1C1NC(=S)NC(C)=C1C(N)=O)CCCC2 (configuration not stated)	-1%	i	-22%[10 µM]	3%	6%	-9%	-6%	-1%
CC(=O)NCCOc1cccc2cccnc12	.	-7%	-2%	-10%	-5%	3%	1%	-8%
Cn1nc(C(=O)NCc2ccco2)c2ccccc2c1=O	7%	-2%	5%[10 µM]	10%	11%	2%	3%	-1%
Cc1cccc(OCC(=O)N2CCOCC2)c1	-2%	-8%	19%[10 µM]	6%	7%	0%	2%	-1%
Cc1ccccc1CSc1nc2c([nH]c3ccccc32)c(=O)n1-c1ccccc1	.	.	.	5%	-3%	-2%	-2%	?
CSc1cccc(NC(=O)CCNC(=O)c2ccco2)c1	1%	-3%	-22%	5%	1%	0%	1%	3%
Cc1csc(NC(=O)CCn2c(=O)oc3ccccc32)n1	?	-11%	18%[10 µM]	-6%	-2%	-12%	-9%	4%
OC1=C(O)c2nc3cc(F)ccc3nc21	.	1%	12%[10 µM]	.	.	-1%	.	-2%
Cc1ccc(CNC(=O)C(Cc2ccccc2)NS(=O)(=O)c2ccc3c(c2)CCC(=O)N3)cc1 (configuration not stated)	.	-4%	-15%	-3%	-12%	-2%	-4%	-3%
COc1ccc2[nH]cc(CCN=C(NC(=O)c3ccccc3C)Nc3nc(C)cc(C)n3)c2c1	.	.	.	-12%	?	13%	16%	8%
CCOC(=O)c1ccc(NC(=O)C2(S(=O)(=O)c3ccc(Cl)cc3)CC2)cc1	.	.	.	-7%	?	8%	-3%	2%
Cc1cccc(Nc2nc(N)c([N+](=O)[O-])c(NCc3ccco3)n2)c1	-6%	-16%	-9%[10 µM]	?	?	-7%	?	-4%
Cc1ccccc1OC(C)c1nc(-c2ccccc2)no1 (configuration not stated)	59%[activator]	-1%	7%[10 µM]	-2%	4%	-9%	-2%	-3%
C=CCn1c(SCC(=O)Nc2cc(C)ccc2OC)nnc1-c1ccco1	3%	-6%	10%	-6%	-2%	0%	-1%	0%
Cc1ccc(CN2CCN(/N=C/c3ccco3)CC2)c(C)c1	?	-3%	0%[1.9 µM]	-9%	-9%	-5%	0%	-2%
COc1cccc2[nH]c3c(N4CCN(Cc5ccc6c(c5)OCO6)CC4)ncnc3c12	7%	i	-71%[inhibitor]	-15%	-25%	-11%	?	-10%
Cn1nnnc1SCc1cc(=O)n2ccsc2n1	6%	-4%	-12%[10 µM]	1%	4%	2%	-3%	0%
O=C(COC(=O)CCC(=O)c1cccs1)NCc1ccco1	?	7.9µM*	-13%[10 µM]	-11%	-1%	-4%	-4%	-3%
CCN1CCN(c2ncnc3c2cnn3-c2ccc(Cl)cc2)CC1	.	i	10%[10 µM]	-6%	-10%	-4%	-1%	-4%
CCOC(=O)C1(CCc2ccccc2)CCN(C(=O)CN2CCOC2=O)CC1	-9%	i	-6%[10 µM]	4%	0%	10%[53 µM]	4%	0%[53 µM]
N#Cc1nc(-c2ccc(COc3ccccc3)o2)oc1N1CCN(c2ccccc2)CC1	.	.	.	-5%	-21%	-1%	-7%	6%
O=C(c1ccccc1)N1CCc2cc(CNS(=O)(=O)c3ccccc3Cl)ccc21	.	.	.	-9%	-15%	0%	-1%	0%
CCOP(=O)(OCC)/C(=N/OC(=O)c1cccc([N+](=O)[O-])c1)C(N)=O	4%	i	13%[10 µM]	0%	1%	-7%	0%	-7%
COc1ccc2nc(NC(=O)C(NS(=O)(=O)c3cccs3)C(C)C)sc2c1 (configuration not stated)	2%	-14%	2%[10 µM]	8%	6%	-22%	?	-1%
O=C(O)Cc1ccc(NC(=O)C2CC=CCC2C(=O)O)cc1 (configuration not stated)	?	-4%	4%	1%	7%	-15%	3%	1%
COc1ccc(-c2cc(C(=O)Nc3cc(C)n(Cc4ccc(Cl)cc4)n3)no2)cc1OC	8%	i	-31%	2%	-17%	-17%	-14%	3%
Cc1ccc(-c2nnn(CC(=O)Nc3ccc4nn(-c5ccccc5)nc4c3)n2)o1	0%	i	-1%[10 µM]	-3%	-11%	-1%	-5%	-2%
CC(=O)Nc1nonc1NC(=O)CSc1nc2ccccc2o1	10%	i	-15%	-6%	-3%	0%	-2%	-3%
CCOc1ccc(NC(=O)C2CCCN(S(=O)(=O)c3cccc4nonc34)C2)cc1 (configuration not stated)	.	.	.	-6%	-6%	-3%	1%	-1%
COc1cc([C@H]2c3[nH]c4ccccc4c3C[C@H]3C(=O)N4[C@@H](c5cc(OC)c(OC)c(OC)c5)c5[nH]c6ccccc6c5C[C@H]4C(=O)N23)cc(OC)c1OC	4%	-3%	.	-1%	-22%	0%	-6%	2%
c1coc(-c2nnc(-c3cccs3)o2)c1	2%	i	-2%[10 µM]	-6%	-4%	12%	-4%	1%
O=Cc1c[nH]c2ccc(S(=O)(=O)N3CCOCC3)cc12	9%	-4%	.	-5%	-12%	-1%	1%	-10%
CC1=C(C#N)C(C)C2=C(CC(C)(C)CC2=O)N1 (configuration not stated)	.	-6%	-2%	10%	9%	-1%	3%	-1%
CCOC(=O)NC(=O)CSc1ccc(C)cc1C	12%	-14%	-1%	-3%	-4%	-1%	-3%	2%
Cc1sc2c(c1C)c(=O)n(-c1cccc(C(F)(F)F)c1)c(=O)n2Cc1ccc(F)cc1	.	.	.	8%	3%	0%	5%	?
CCN(CC)S(=O)(=O)c1ccc(NC(=S)NC(=O)C(C)C)cc1	-5%	-4%	-24%[10 µM]	4%	-4%	-1%[53 µM]	5%	-1%[53 µM]
CCCCN(C(=O)c1cc(OC)c(OC)c(OC)c1)C1=CC2CCC(C1)N2C (configuration not stated)	4%	0%	-1%	3%	3%	11%	0%	-4%
COc1ccc(CCN(Cc2cc3cccc(C)c3n3nnnc23)C(=O)c2ccncc2)cc1OC	11%	i	36%[10 µM]	-1%	6%	1%	11%	-1%
CO[C@H]1COC(=O)C/C=C\[C@@H](C)COC(=O)[C@@H](C)NC(=O)C/C=C\[C@@H]1C	.	-6%[11.5 µM]	6%[10 µM]	-4%[11.5 µM]	-3%[11.6 µM]	-10%[11.2 µM]	-14%[11.6 µM]	3%[11.2 µM]

High-throughput results from PubChem.
